Screening results as filed in PubChem.
RAD54 inh: inhibitors of human RAD54 branch migration; RAD54 Holliday junction branch migration, FAM/BHQ fluorescence; inhibition, % at 10.4 µM; 0.14% of 360,000 active; AID 602329;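 active means mean normalized replicate activity at least 40 and at least half of replicates scoring 40 or more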;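 further: 0% = median of neutral control wells and 100% = median of positive control wells; inhibitors cause a drop in the FAM fluorescence signal; in these data hits start at about 50%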
esBAF inh: inhibitors of esBAF chromatin remodeling in mouse ES cells. 2% of 350,000 active. Bmi1-luciferase knock-in reporter, 24 h; 100% = twice the neutral-well signal. reporter increase, % at 12.5 µM; in the data active means activation above about 40%;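 further: 0% = median of the plate's neutral control wells and 100% = double that signal; a rise in the Bmi1 reporter signal indicates esBAF inhibition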
ERp5 block: blocks human ERp5 reductase activity on insulin. Q15084. ERp5 insulin aggregation, absorbance 650 nm, 90 min. inhibition, % at 9.99 µM. 0.05% of 350,000 active. AID 651711;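 active means mean replicate inhibition above about 25%, with every replicate also reaching it, limit read from the data, passing the limit was not always enough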
Target sequence (Q15084 whole entry, looked up): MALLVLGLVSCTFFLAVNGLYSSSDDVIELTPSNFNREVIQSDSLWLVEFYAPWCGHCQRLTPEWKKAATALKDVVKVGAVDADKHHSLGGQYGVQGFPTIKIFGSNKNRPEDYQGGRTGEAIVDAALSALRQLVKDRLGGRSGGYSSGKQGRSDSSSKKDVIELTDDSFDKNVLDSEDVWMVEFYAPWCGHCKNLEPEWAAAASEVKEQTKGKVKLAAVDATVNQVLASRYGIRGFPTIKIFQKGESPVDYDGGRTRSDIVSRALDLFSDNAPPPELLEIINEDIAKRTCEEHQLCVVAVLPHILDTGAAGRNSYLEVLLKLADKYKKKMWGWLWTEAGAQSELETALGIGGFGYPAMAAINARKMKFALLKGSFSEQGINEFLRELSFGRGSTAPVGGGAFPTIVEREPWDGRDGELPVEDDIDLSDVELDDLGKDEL
Casp6 inh: inhibitors of human caspase-6; P55212; purified caspase-6, Z-VEID-R110 cleavage fluorescence; inhibition, % at 12.5 µM; 0.53% of 350,000 active;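 active means mean inhibition across replicates at least about 35%, with every replicate also reaching that limit, limit read from the data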;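 further: 0% = median of neutral control wells and 100% = no fluorescence left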
Target sequence (P55212 24-179 limits assumed): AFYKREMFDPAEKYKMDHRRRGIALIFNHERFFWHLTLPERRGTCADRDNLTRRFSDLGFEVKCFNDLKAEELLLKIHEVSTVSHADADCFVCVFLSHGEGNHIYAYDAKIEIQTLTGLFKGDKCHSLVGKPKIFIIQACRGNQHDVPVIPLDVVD
Target sequence (P55212 194-293 limits assumed): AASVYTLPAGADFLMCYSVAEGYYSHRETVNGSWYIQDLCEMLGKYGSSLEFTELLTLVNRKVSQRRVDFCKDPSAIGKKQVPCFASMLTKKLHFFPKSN
RAD52 anneal inh: inhibitors of human RAD52 DNA annealing; recombinant RAD52 DNA annealing, FRET fluorescence; inhibition, % at 18.7 µM; 0.46% of 360,000 active; AID 651710;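 active means every replicate showing at least 50% inhibition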
PglD inh: blocks C. jejuni PglD acetyltransferase activity. purified PglD enzyme, DTNB colorimetric CoA detection. inhibition, % at 12.5 µM. 0.098% of 360,000 active. AID 602405; in the data active means inhibition above about 16%, passing the limit was not always enough; further: strong numbers were not always called active
ARNT-TACC3 inh: ARNT/TACC3 interaction disruption. 0.66% of 390,000 active. AID 623870. Q9Y6A5. AlphaScreen His-ARNT PAS-B/GST-TACC3 binding, luminescence; TACC3 fragment carries E629A point mutation. inhibition, % at 9.99 µM;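 active means mean inhibition of replicates at least 50% and at least half of replicates each reaching 50%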;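 further: 0% = complete ARNT plus TACC3 wells and 100% = ARNT alone without TACC3; many hits fall short of the cut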
E-selectin induc: E-selectin induction on HUVECs. 0.37% of 260,000 active. activation, % at 7.58 µM. P16581. HUVEC E-selectin immunofluorescence imaging; normalized: neutral wells 0, TNF-alpha wells 100;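 active means mean E-selectin-positive cell signal at least 10% of the positive control, reached in at least 60% of replicates, without over 20% cell loss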;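 further: in these data hits start at about 27%; measured in HUVEC primary endothelial cells; signal is the percent of cells scored E-selectin positive by PE staining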
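Assay system: HUVEC, human umbilical vein endothelial cells / Amount: 3,000 HUVEC/well / Controls: TNF-alpha positive control, DMSO neutral control / Compound dosing: single concentration / Medium: EGM-2 over gelatin coat / Evaluation: percent E-selectin-positive cells / Signal: immunofluorescence imaging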
Active calls of the source: *; x = no result given; & = joins results of further samples; ! = repeats disagree.

SMILES	RAD54 inh	esBAF inh	ERp5 block	Casp6 inh	RAD52 anneal inh	PglD inh	ARNT-TACC3 inh	E-selectin induc
Cc1cc(=O)n(Cc2ccccc2)c(O)c1C#N	-18.8	-1.9	2.9	11.9	-276.5	3.3	8.0	x
CC(NC(=O)c1cccc(S(=O)(=O)N2CCN(C)CC2)c1)c1ccc(Cl)cc1Cl (centres undefined)	-7.9	0.8	-5.6	2.1	-19.2	4.0	-2.0	x
O=C(NCC[C@@H]1CC[C@@H](NS(=O)(=O)c2ccc(F)cc2)[C@H](CO)O1)Nc1ccc(F)cc1	5.7	17.3	0.0	-202.1	43.9	2.7	10.9	-0.2
Cc1cc(Cl)ccc1OCC(=O)N(Cc1ccco1)c1c(N)n(Cc2ccccc2)c(=O)[nH]c1=O	-11.5	2.2	-0.1	2.6	-41.4	3.1	-1.7	x
COc1cccc(-c2cnc3c(c2)C(=O)N([C@H](C)CO)C[C@H](C)[C@H](CN(C)C(=O)Nc2ccccc2F)O3)c1	3.8	-5.7	4.5	0.0	0.7	0.3	-1.2	-0.1
CC(C)NC(=O)N(C)C[C@@H]1Oc2cc(C#CCN(C)C)ccc2S(=O)(=O)N([C@H](C)CO)C[C@H]1C	-2.6	-0.3	0.7	2.1	-10.7	-1.4	-6.3	2.1
COc1cc(/C=C(\C#N)C(=O)Nc2cc(C(F)(F)F)ccc2Cl)ccc1OCC(=O)Nc1cccc(C(F)(F)F)c1	-2.2	x	3.3	1.3	5.4	2.4	-1.0	1.0
O=C(Nc1nccs1)c1cc(Cl)nc2ccccc12	x	-3.5	-6.3	1.4	-27.4	x	-4.1	0.0
O=C(c1ccncc1)N1CC2(C1)[C@H](c1ccccc1)[C@H](CO)N2CC1CCCC1	x	x	3.4	-0.7	0.5	x	x	0.0
COc1ccc2[nH]c3c(=O)n(Cc4ccc(C(=O)N5CCCCCC5)cc4)c(=S)[nH]c3c2c1	x	x	1.2	-4.4	0.6	x	3.1	x
C[C@@H]1CCCCO[C@H](CN(C)S(=O)(=O)c2ccccc2)[C@H](C)CN([C@@H](C)CO)C(=O)c2cc(NC(=O)c3ccccc3)ccc2O1	2.8	-0.1	-2.0	0.1	-81.4	2.0	6.0	x
COC(=O)c1c(C(C)=O)cnc2ccc(Br)cc12	-4.2	-7.8	x	x	x	9.8	-6.6	x
COc1cc(CNc2ccc3[nH]c(=O)[nH]c3c2)ccc1OCc1cccc(C)c1	-16.5	20.0	4.9	-0.8	-6.6	1.2	0.3	-0.1
COc1ccc(N2CCN(c3oc(Cc4ccccc4)nc3C#N)CC2)cc1	-0.5	-8.0	x	x	x	-5.5	31.9	x
COCC(=O)N1CC(=O)N2[C@H](CO)[C@H](c3ccc(C#CC(C)C)cc3)[C@@H]2C1	x	x	-1.6	-1.9	-2.6	x	x	-0.1
COc1ccc(S(=O)(=O)N2CCOC2CNC(=O)C(=O)NCCN(C)C)cc1 (centres undefined)	2.7	-3.8	-2.3	-96.3	-3.5	2.1	1.3	-0.3
COc1ccc(CNC(=O)CCNC(=O)N2CCn3c2nc2ccccc23)cc1	-14.9	-2.0	1.6	1.9	-2.1	-2.5	2.4	x
CCCn1c(SCC(=O)c2c(N)n(C3CC3)c(=O)[nH]c2=O)nnc1-c1ccncc1	4.5	-6.7	-1.0	1.2	-11.9	-0.6	-4.3	-1.8
COc1cccc(S(=O)(=O)N2C[C@@H]3N[C@H](C2)C3c2ccc(/C=C/c3ccccc3)cc2)c1 (some centres undefined)	x	x	1.0&3.6	2.3&-0.1	58.5*!	x	x	0.4&-0.2
CNC(=S)N(Cc1ccc(OC)cc1)Cc1cc2ccc(C)cc2[nH]c1=O	x	x	-2.3	-1.0	-7.0	x	1.8	-0.6
COc1cccc(-n2cc(CNCc3cn(C)nc3-c3ccccc3F)cn2)c1	-13.1	3.2	2.0	8.3	-74.9	1.8	-5.4	1.8
O=[N+]([O-])c1ccccc1S(=O)(=O)Nc1ccc(S(=O)(=O)N2CCOCC2)cc1	-7.2	1.5	7.1	2.2	-18.5	0.2	0.7	3.7
CCCn1c(N)c(C(=O)CSc2nc(C)nc3sc(C)c(C)c23)c(=O)[nH]c1=O	-8.1	2.9	-0.1	-2.6	-15.5	-1.8	-1.0	0.1
CO[C@@H]1CN(C)C(=O)c2ccc(NS(=O)(=O)CC(F)(F)F)cc2OC[C@@H](C)N(C)C[C@H]1C	x	x	3.8	-3.9	5.7	x	x	-0.1
C[C@@H]1CN([C@@H](C)CO)C(=O)c2cc(C#C[C@@H](C)O)cnc2O[C@@H]1CN(C)C(=O)Nc1ccc(C(F)(F)F)cc1	x	-4.5	1.5	x	5.9	x	x	-0.6
The list continues:
SMILES	RAD54 inh	esBAF inh	ERp5 block	Casp6 inh	RAD52 anneal inh	PglD inh	ARNT-TACC3 inh	E-selectin induc
C[C@H]1CCCCO[C@@H](CN(C)C(=O)Nc2ccc3c(c2)OCO3)[C@@H](C)CN([C@@H](C)CO)C(=O)c2cc(NC(=O)CCC(F)(F)F)ccc2O1	22.0	1.4	-7.3	2.7	-18.2	1.1	2.9	-0.1
Cc1ccc(OCCn2cc(C(=O)O)c3ccccc32)cc1	0.8	-4.8	-2.4	1.1	-16.5	-4.4	-9.5	x
CO[C@@H]1CN(C)C(=O)c2ccc(NC(=O)Nc3ccccc3F)cc2OC[C@H](C)N(C)C[C@H]1C	1.5	2.5	7.4	0.3	-1.7	-0.8	-1.3	0.0
O=C(Cn1c(CCCO)nc2ccccc21)Nc1ccccc1-c1ccccc1	-1.5	-3.0	-1.0	5.5	-2.1	0.2	1.0	x
Cc1nccn1CCC(=O)NC1CCCc2c1cnn2-c1ccc(C(C)(C)C)cc1 (centres undefined)	-11.9	1.0	-5.6	-14.5	7.1	0.0	x	-0.1
CCN(CC)Cc1cc(C(=O)O)c(C)o1	x	x	3.3	-2.4	-10.5	x	-1.7	x
Cc1ccccc1OCC(=O)Nc1cccc(Cl)c1C	-4.3	21.1	0.1	13.9	-8.3	2.0	-5.0	-0.3
O=C(C[C@@H]1C=C[C@@H](NC(=O)c2cccnc2)[C@@H](CO)O1)NCCN1CCCCC1	-3.6	-4.5	-5.6	0.2	-1.3	0.1	-1.4	-0.3
CC(C)Cn1nc(NC(=O)c2cccs2)c2cc3ccccc3nc21	5.5	x	x	5.0	-14.8	3.9	-22.9	x
CC(OCC(O)CN1CCN(S(=O)(=O)c2ccc(Cl)cc2)CC1)c1ccc(Cl)cc1 (centres undefined)	-6.2	5.4	0.4	1.1	-13.8	3.5	x	-0.2
O=C(CSc1ccc(-c2cccnc2)nn1)Nc1ccc(Br)cc1	-5.7	4.3	5.1	-5.2	-22.6	-2.5	-2.7	-0.2
CC1=C(C(=O)OC2CCCCCCC2)C(c2ccc(O)cc2)NC(=O)N1 (centres undefined)	-8.1	-6.5	-11.1	3.8	-12.9	6.1	7.5	x
CCCNC(=O)C[C@@H]1CC[C@H]2[C@@H](COc3ccc(NC(=O)NCC)cc3C(=O)N2C)O1	6.9	-7.3	-1.8	-0.8	5.8	-1.1	6.3	-0.1
C[C@H](NC(=O)c1ccccc1Cl)C(=O)OCc1cn2cc(Cl)ccc2n1	1.6	1.0	1.9	-4.9	-14.0	-5.3	-22.8	6.0
COc1ccc(S(=O)(=O)N2CCN(C(=O)NCc3ccc(OC)c(OC)c3)CC2)cc1	8.4	3.3	-0.4	-1.8	-1.6	-1.6	-1.1	0.8
COc1ccc(S(=O)(=O)N[C@@H]2CC[C@@H](CC(=O)NCc3ccccc3F)O[C@@H]2CO)cc1	7.4	-2.6	-0.8	-0.5	-9.3	-0.2	10.4	-0.4
CC1CCCC(C)N1CCCNC(=O)C1CCCN(c2ncnc3c2nc2n3CCCCC2)C1 (centres undefined)	-2.3	-5.4	1.2	-27.3	-24.7	1.0	-4.0	x
COCCNC(=O)C12CC3CC(C1)CC(c1ccccc1)(C3)C2	x	x	-0.3	-1.1	-1.1	x	28.7	x
COc1ccc(S(=O)(=O)Nc2ccc3c(c2)C(=O)N([C@@H](C)CO)C[C@H](C)[C@H](CN(C)S(=O)(=O)c2ccccc2)O3)cc1	4.9	-7.8	8.6	-0.6	-8.9	1.4	1.3	-0.5
Cc1nnc(-c2cnn(C)c2N)n1Cc1ccc2c(c1)OCO2	x	x	5.6	6.8	-21.8	x	-5.0	x
COC(=O)c1ccccc1NC(=O)CN1C(=O)c2ccccc2C1=O	1.0	-3.9	2.4	2.6	-10.7	-8.2	x	-0.1
CCC(=O)N1CC2(C1)CN(C(=O)NC1CCCC1)[C@H](CO)c1c2c2ccc(OC)cc2n1C	x	x	-8.0	-0.5	3.5	x	x	0.1
Cc1cccc(N2CCN(C(=O)c3cc(S(=O)(=O)N4CCOCC4)cn3C)CC2)c1C	11.0	3.5	-0.5	-0.9	-6.2	3.4	-0.1	x
c1ccc2c(CCNc3ncnc4nc[nH]c34)c[nH]c2c1	6.6	17.7	3.8	1.2	-23.6	-0.4	-3.3	1.3
COCCN1C2=C(C(=O)CC(C)(C)C2)C(c2ccc(OC)c(OC)c2)C2=C1CC(C)(C)CC2=O	-2.2	1.9	-2.6	0.0	-2.9	-6.4	-1.2	x

Structural class: those above with a thiophene ring, fused or not
SMILES	RAD54 inh	esBAF inh	ERp5 block	Casp6 inh	RAD52 anneal inh	PglD inh	ARNT-TACC3 inh	E-selectin induc
CCCn1c(N)c(C(=O)CSc2nc(C)nc3sc(C)c(C)c23)c(=O)[nH]c1=O	-8.1	2.9	-0.1	-2.6	-15.5	-1.8	-1.0	0.1
CC(C)Cn1nc(NC(=O)c2cccs2)c2cc3ccccc3nc21	5.5	x	x	5.0	-14.8	3.9	-22.9	x

More records follow:
SMILES	RAD54 inh	esBAF inh	ERp5 block	Casp6 inh	RAD52 anneal inh	PglD inh	ARNT-TACC3 inh	E-selectin induc
O=C(CCn1c(=S)oc2ccccc21)Nc1cc([N+](=O)[O-])ccc1F	2.6	-3.0	-2.6	1.6	-16.3	5.9	-6.4	7.6
CC[C@@]12C(=O)N(c3cccc(C)c3)C(=O)N1[C@H](c1ccc(OC)cc1)[C@@H]1C(=O)N(C(C)(C)C)C(=O)[C@@H]12	6.1	-3.5	x	x	x	2.2	-3.6	x
C[C@@H]1CN([C@@H](C)CO)C(=O)c2cccc(NS(C)(=O)=O)c2O[C@@H]1CN(C)Cc1ccncc1	-6.9	-0.4	1.5	0.6	-5.9	1.4	8.5	-3.2
C[C@H](CO)N1C[C@H](C)[C@@H](CN(C)Cc2ccncc2)Oc2ncc(C#CC3CCCCC3)cc2C1=O	2.6	x	-4.1	-1.7	8.0	-2.2	-0.6	1.8
COc1ccc(/C=C2\SC(=O)N(CCNC(=O)C3=COCCO3)C2=O)cc1	3.1	23.6	-5.7	-8.7	-3.6	1.0	2.0	0.5
CC[C@]1(C(=O)OC)[C@H]2C(=O)N(C)C(=O)[C@H]2[C@H]2CN=C(SCc3ccc(C#N)cc3)N21	12.3	-4.4	-0.6	4.6	-0.9	0.5	31.6	-0.3
Cc1ccc(NC(=O)c2ccc(F)cc2F)cc1	6.2	-51.5	-4.0	0.3	-12.9	0.5	-4.7	-0.1
Cc1ccc(CSc2ncnc3c2cnn3Cc2ccccc2)cc1C	-6.2	-7.0	x	x	x	-0.7	-12.2	x
O=C(NC1CCCCC1)N1[C@@H]2CNC[C@H]1C2c1ccc(-c2cccnc2)cc1 (some centres undefined)	x	x	0.9&1.0	0.4&0.1	10.5&-10.1	x	x	0.0&0.1
O=C1NCCCC1C(=O)N/N=C/c1ccc(Cl)cc1 (centres undefined)	x	x	2.0	5.7	-2.5	x	-5.8	-0.2
COc1ccccc1-n1cnnc1SC1CCOC1=O (centres undefined)	-6.1	-10.6	x	x	x	7.2	-20.0	x
Cc1sc(-n2c(C)cc(/C=C3\SC(=S)NC3=O)c2C)c(C#N)c1C	-10.5	-1.2	2.3	7.1	-63.4	-3.1	0.9	x
CCCNC(=O)N1[C@@H](C#N)[C@H](c2ccc(C#Cc3cccc(F)c3)cc2)[C@@H]1CO	8.3	32.1	0.1	1.4	-54.2	4.4	-28.6	1.2

Random draw from the library; overall some 3.2% were active at least once.
